# TDP1 inh – TDP1 (human) enzyme inhibition; hit rate 0.28% among 350,000; Q9NUW8; Potency, µM (top dose mostly 130 µM), for the others: at the top dose activity change, negative = inhibition, most hits filed as inhibitors; recombinant TDP1, AlphaScreen DNA substrate cleavage; AID 485290; note: nearly all actives have a fitted effect of over 40% in size
# Target sequence (Q9NUW8 whole entry, looked up): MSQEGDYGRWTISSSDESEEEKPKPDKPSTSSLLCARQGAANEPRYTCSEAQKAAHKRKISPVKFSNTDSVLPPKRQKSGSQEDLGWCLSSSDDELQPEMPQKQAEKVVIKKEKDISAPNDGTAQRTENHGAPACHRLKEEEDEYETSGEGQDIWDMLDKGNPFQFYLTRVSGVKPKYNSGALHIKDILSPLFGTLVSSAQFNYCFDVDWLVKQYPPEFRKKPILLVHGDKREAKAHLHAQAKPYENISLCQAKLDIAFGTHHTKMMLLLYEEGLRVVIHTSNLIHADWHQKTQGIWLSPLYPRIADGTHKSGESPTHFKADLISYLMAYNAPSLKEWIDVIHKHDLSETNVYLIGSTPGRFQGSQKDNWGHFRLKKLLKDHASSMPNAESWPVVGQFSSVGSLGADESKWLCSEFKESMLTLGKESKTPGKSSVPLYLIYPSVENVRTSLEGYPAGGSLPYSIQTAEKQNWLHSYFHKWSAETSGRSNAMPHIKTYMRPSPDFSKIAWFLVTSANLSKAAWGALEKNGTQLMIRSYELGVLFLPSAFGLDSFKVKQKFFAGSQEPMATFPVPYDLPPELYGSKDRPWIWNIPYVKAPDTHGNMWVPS
#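 Steps: enzyme plus compound, 15 min RT; add biotin/phosphotyrosine-FITC oligonucleotide (15 nM final), react 5 min; add donor/acceptor beads (10 ug/ml final), 10 min; read AlphaScreen. Tdp1 at 1 nM final.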
# DT40 TDP1 no CPT – qHTS for Inhibitors of human tyrosyl-DNA phosphodiesterase 1 (TDP1): qHTS in cells in absence of CPT; DT40 Tdp1-/- hTDP1 cells, no CPT, ATP luminescence, 48 h; hit rate 15% among 420,000; Potency, µM (doses to about 46.2 µM), for the others: at the highest dose activity change, negative = growth inhibition, usual class: inhibitors; note: nearly all actives have a fitted effect of over 55% in size
#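 Growth of hTDP1-complemented DT40 Tdp1-knockout cells is measured by ATP luminescence after at least 48 hr compound exposure at 37 °C, with DMSO substituting for the 20 nM CPT used in the parallel screen.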
# KAT2A inh – inhibitors of human GCN5L2 histone acetyltransferase | Q92830 | GCN5L2 HAT assay, ThioGlo1 CoA-SH fluorescence | Potency, µM (highest dose often 58.9 µM), without a hit: top-dose activity change, negative = inhibition, most hits filed as inhibitors | hit rate 0.21% among 390,000
#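 Fluorescence readout, Ex340nm/Em540nm: ThioGlo1 (50uM final) reacts with free CoA thiol released as 20nM GCN5L2 acetylates H3(1-25) peptide (75uM) using acetyl-CoA (70uM). Compound and enzyme sat 15 min beforehand; 20 min room-temperature reaction.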
# Starred values were filed as active, the others as inactive; ? = inconclusive; . = no result given; [ ] = another dose, or the depositor's remark. Calls come from the whole dose curve; as a rule, active = well fitted curve in the direction sought with a large enough effect; inconclusive = small, poorly fitted or top-dose-only effect, or another doubt; inactive = no such curve, though single readings can be large; an effect the other way counts as inactive or inconclusive. % is set by controls: 0 for no effect and ±100 for the full control effect; potency is the fitted concentration of half-maximal effect. Only part of the results is shown; count on the stated rates, not on these rows.
# Start of the data: the first twelve entries, to show the layout:
SMILES,TDP1 inh,DT40 TDP1 no CPT,KAT2A inh
COc1cc([N+](=O)[O-])cc(/C=N/NC(=O)CSc2nnc(-c3ccccc3)n2C)c1O,-6.5%,-2.3%,?
CCCCOC(=O)Nc1nc2ccc(OC)cc2s1,9.1%,-20.5%,-14.1%
CCC(=O)N/N=C(\C)CC(=O)Nc1cc(Cl)ccc1C,6.3%,1.3%,3.4%
O=C1C2C3c4ccccc4C(c4ccccc43)C2C(=O)N1c1cccc2cccnc12 (stereo unspecified),3.1%,?,-14.0%
COc1ccc(S(=O)(=O)N2CCC(C(=O)NCC3CCCCC3)CC2)cc1,3.0%[0.0935 µM],?,0.7%
COc1ccc(CCNC(=O)CCCCC(=O)NCCc2ccc(OC)cc2)cc1,.,12.7%,-1.2%
CC(C)[C@@H]1[C@H]2CC[C@H](C2)[C@H]1N,6.5%[56.1 µM],8.5%,.
COc1ccc(C2=NOC(C(=O)Nc3c(C)n(C)n(-c4ccccc4)c3=O)C2)cc1 (stereo unspecified),-1.0%,-7.0%,-20.1%
Cc1nc(-c2ccc(S(=O)(=O)Nc3ccc(OC(F)(F)F)cc3)cc2)co1,7.7%,?,1.3%
COc1cc(/C=N/NC(N)=S)ccc1OCC(=O)Nc1ccc(C)c(C)c1,2.0%,?,.
COc1ccc(/C=N/NC(=O)c2ccn[nH]2)cc1COc1ccc(Cl)cc1,5.0%,?,-22.4%
COc1ccc(C)cc1NC(=O)CNC(c1ccccc1)c1ccc(C)cc1 (stereo unspecified),.,3.26µM*,-26.5%

# This part in full, from the first entry:
SMILES,TDP1 inh,DT40 TDP1 no CPT,KAT2A inh
COc1cc([N+](=O)[O-])cc(/C=N/NC(=O)CSc2nnc(-c3ccccc3)n2C)c1O,-6.5%,-2.3%,?
CCCCOC(=O)Nc1nc2ccc(OC)cc2s1,9.1%,-20.5%,-14.1%
CCC(=O)N/N=C(\C)CC(=O)Nc1cc(Cl)ccc1C,6.3%,1.3%,3.4%
O=C1C2C3c4ccccc4C(c4ccccc43)C2C(=O)N1c1cccc2cccnc12 (stereo unspecified),3.1%,?,-14.0%
COc1ccc(S(=O)(=O)N2CCC(C(=O)NCC3CCCCC3)CC2)cc1,3.0%[0.0935 µM],?,0.7%
COc1ccc(CCNC(=O)CCCCC(=O)NCCc2ccc(OC)cc2)cc1,.,12.7%,-1.2%
CC(C)[C@@H]1[C@H]2CC[C@H](C2)[C@H]1N,6.5%[56.1 µM],8.5%,.
COc1ccc(C2=NOC(C(=O)Nc3c(C)n(C)n(-c4ccccc4)c3=O)C2)cc1 (stereo unspecified),-1.0%,-7.0%,-20.1%
Cc1nc(-c2ccc(S(=O)(=O)Nc3ccc(OC(F)(F)F)cc3)cc2)co1,7.7%,?,1.3%
COc1cc(/C=N/NC(N)=S)ccc1OCC(=O)Nc1ccc(C)c(C)c1,2.0%,?,.
COc1ccc(/C=N/NC(=O)c2ccn[nH]2)cc1COc1ccc(Cl)cc1,5.0%,?,-22.4%
COc1ccc(C)cc1NC(=O)CNC(c1ccccc1)c1ccc(C)cc1 (stereo unspecified),.,3.26µM*,-26.5%
COc1ccccc1CNC(=O)CSc1ncc2c(n1)-c1ccc(Cl)cc1N(Cc1ccccc1)S2(=O)=O,5.3%,?,2.4%
CCOC(=O)c1c(NC(=O)c2nn(CC)cc2Br)c(C#N)cn1-c1ccccc1,4.5%,20.6µM*,-9.8%
O=C(O)c1c2c(nc3ccccc13)/C(=C/c1ccc(O)cc1)CCC2,0.5%,2.1%,-11.9%
Cc1nn(-c2ccccc2)c2c1C(=O)N(Cc1ccccc1)C(=O)C(C)(C)C2,-3.0%,-24.1%,-8.8%
O=C(COc1ccc2ccccc2c1)N1CCN(C(=O)c2ccc([N+](=O)[O-])cc2)CC1,4.8%,?,-13.2%
CCc1cc2c(=O)[nH]c(COC)nc2s1,-5.3%,-6.2%,-0.2%
Cc1ccc(CCNC(=O)CN2CCN(Cc3ccc(Cl)cc3)C2=O)cc1,0.0%,?,-0.7%
CCN(CC)S(=O)(=O)c1ccc(N2CCCC2)c(NS(=O)(=O)c2ccc(F)cc2)c1,-2.3%,14.6µM*,-10.8%
CN(C(=O)c1ccccc1OC1CCN(S(C)(=O)=O)CC1)C1CCOC1 (stereo unspecified),7.2%,15.4%,-4.3%
COCC(=O)Nc1nc(-c2ccc(-c3ccccc3)cc2)cs1,.,?,-5.0%
O=C(Cn1cnc2ccccc2c1=O)Nc1cccc(S(=O)(=O)N2CCCCC2)c1,-4.2%,?,-12.5%
O=[N+]([O-])c1ccc(C(O)CN2CCN(C/C=C/c3ccccc3)CC2)cc1 (stereo unspecified),.,29.1µM*,-0.2%
Cn1c(Oc2ccccc2)c(C=O)c2ccccc21,-8.6%,?,-18.5%

# New compounds follow.
SMILES,TDP1 inh,DT40 TDP1 no CPT,KAT2A inh
CC(C)c1ccccc1NC(=O)CSc1nnc(COc2ccccc2)o1,.,-11.3%,-3.5%
CC(NS(=O)(=O)c1ccc(OCC(=O)NCc2ccncc2)cc1)c1ccccc1 (stereo unspecified),-3.1%,8.9%,1.4%
N#Cc1ccccc1OCc1cccc(S(=O)(=O)N2CCOCC2)c1,0.0%,-3.6%,-5.9%
O=C(COC(=O)CC1CCS(=O)(=O)C1)Nc1ccc(F)cc1 (stereo unspecified),-0.6%,0.5%,0.6%
S=C(NCc1ccccc1)NCc1cccc(CNC(=S)NCc2ccccc2)c1,4.6%,?,-5.0%
CCOc1ccccc1NC(=O)NCc1ccco1,2.4%,0.5%,3.4%
COc1cccc(-c2c(C(=O)N/N=C(\C)c3cccs3)nnn2-c2nonc2N)c1,8.7%,?,-16.3%
Cc1cc(C)c(Cn2ncn(-c3ccc(Br)cc3)c2=O)c(C)c1,5.4%,-17.8%,-0.7%
CCOC(=O)c1sc(NC(=O)c2nc(SC)ncc2Cl)c(C(=O)OCC)c1C,-1.2%,5.0%,1.7%
COc1ccc(N(CC(=O)Nc2cccc(C)c2)S(=O)(=O)c2c(C)n[nH]c2C)cc1,5.2%,-6.1%,-3.8%
CCOC(=O)C1CCN(S(=O)(=O)c2ccc(OCC)cc2)CC1,6.5%,2.2%,-0.7%
COc1ccc(C2CCCN2C(=S)Nc2ccc(C)cc2C)cc1OC (stereo unspecified),8.1%,25.9µM*,-1.1%
Cc1ccc(S(=O)(=O)NCC(=O)OCC(=O)NC(=O)c2cccn2C)cc1,-1.1%,-20.4%,-0.9%
NCCCC[C@@H]1NC(=O)c2cc([N+](=O)[O-])cc(F)c2NCCCC[C@@H](C(N)=O)NC(=O)CNC1=O,6.6%,7.3%,-2.3%
COc1ccccc1-c1ccc(SCc2cccc(F)c2)nn1,-11.0%,?,-11.6%
CCCNC(=O)c1ccc(N2CCC3(CC2)CC(c2cccc(Br)c2)=NO3)c(NC(=O)c2cccc(OC)c2)c1,-0.5%,?,-5.2%
CCN(CC)CCn1c2c(c(SCC(=O)Nc3cc(C)ccc3C)nc1=O)CCC2,.,3.6%,2.5%
COc1cc(C(=O)NCCS(=O)(=O)N2CCN(c3ccccc3)CC2)cc(OC)c1OC,4.1%,20.6µM*,-6.0%
CCOC(=O)C1(CCOC)CCN(Cc2ccc(C3CCCCO3)s2)CC1 (stereo unspecified),.,?,-0.6%
O=C(CCc1nc(-c2cccs2)no1)Nc1ccc([N+](=O)[O-])cc1,2.6%,-13.8%,-4.9%
O=C(Nc1ccc(Br)cc1)c1ccc(F)c(S(=O)(=O)NCc2cccs2)c1,4.2%,20.6µM*,-7.9%
Cc1ccc(C(=O)NCC(=O)Nc2ccc(F)c(F)c2F)cc1,.,20.8%,14.2%
CCOc1ccc(-c2nc(-c3ccc(OC)cc3)no2)cc1OCC,-2.1%,?,-10.2%
Cc1ccc(CNC(=O)Cn2nc(C)n3cccc3c2=O)cc1,5.7%,-0.1%,-1.8%
CC1(C)CC(=O)C=C(NCC(O)c2ccccc2)C1 (stereo unspecified),.,?,-7.7%

# The list goes on:
SMILES,TDP1 inh,DT40 TDP1 no CPT,KAT2A inh
CC(C)CC(OC(=O)c1ccco1)C(=O)NC1CCCC1 (stereo unspecified),.,1.0%,-2.6%
COc1ccc(C2CC(c3ccccc3)=NN2S(=O)(=O)c2ccccc2)cc1 (stereo unspecified),.,4.61µM*,-9.3%
COc1ccccc1CN1CC(C(=O)NCCN(C)CCc2ccccc2)CCC1=O (stereo unspecified),1.9%,12.5%,-21.2%
O=C(NC1CCCCC1)C1CC(=O)N(CCc2ccc(F)cc2)C1 (stereo unspecified),0.4%,-1.3%,-7.7%
Cc1ccc(OCCSc2nc3ccc(NC(=O)COc4ccc(C)cc4)cc3s2)cc1,-0.5%,?,-8.4%
Cc1nnc(SCc2cccc3ccccc23)n(N)c1=O,0.0%,?,0.4%
CN(C)c1ccc(C(CNS(=O)(=O)c2ccc([N+](=O)[O-])cc2)N2CCOCC2)cc1 (stereo unspecified),10.1%,-18.1%,0.4%
COc1cc(/C=N/S(=O)(=O)CCc2ccccc2)ccc1O,2.6%,-8.4%,0.4%
CCN(CC(=O)Nc1ccc2c(c1)OCCO2)Cc1nc2cc(Cl)ccc2c(=O)[nH]1,1.7%,?,-1.9%
COc1ccc(-c2nc3ccccc3o2)cc1NC(=O)COc1ccc(C(C)(C)C)cc1,-4.0%[12.3 µM],16.4µM*,-10.1%
COc1ccc(N2CCN(C(=O)c3cc(S(=O)(=O)N4CCCCCC4)ccc3OC)CC2)cc1,2.8%,16.4µM*,-14.4%
O=C(NCCCN1CCOCC1)c1cc2c(=O)[nH]c3ccccc3c2s1,2.7%,?,-5.8%
CSc1cccc(NC(=O)CN2C(=O)c3ccccc3S2(=O)=O)c1,0.0%,-13.0%,-2.3%
C=CCn1c(SCC(=O)Nc2sc(C)c(C)c2C(=O)OCC)nnc1-c1sc(N)nc1C,8.7%,?,1.2%
CCOc1ccc(CCNC(=O)COC(=O)C2CC2)cc1OCC,-2.3%,4.4%,-0.1%
CC(C)CCN1C(=O)c2ccc(C(=O)Nc3cc(C(=O)O)cc(C(=O)O)c3)cc2C1=O,3.3%,-7.2%,-2.7%
O=C(CSc1nc(O)c(-c2ccccc2)c(=O)[nH]1)N1CCOCC1,4.9%,10.7%,-4.9%
CC(C)C(=O)NC(C)C(c1cccs1)N1CCN(c2ccccc2)CC1 (stereo unspecified),.,20.6µM*,-0.2%
Cc1ccc(NC(=O)COC(=O)c2ccc3c(c2)OCCO3)cc1S(=O)(=O)N1CCOCC1,5.3%,?,-16.2%
CN(C(=O)C1CCCCN1S(=O)(=O)c1ccccc1)c1ccccc1 (stereo unspecified),0.3%,?,-3.3%
Cc1cc(C)c(C)c(S(=O)(=O)NCCCn2ccnc2)c1C,.,?,-11.3%
C/C(=N/NC(=O)CN1CCN(S(=O)(=O)c2ccc(C)cc2)CC1)c1cccc(O)c1,7.5%,5.4%,1.7%
C=CCNc1cnn(-c2ccc(C)cc2)c(=O)c1Sc1ccc(C)cc1,-5.1%,?,2.7%
Cc1ccc(NC(=O)CSc2nc3ccccc3nc2N2CCCC2)cc1,.,9.2µM*,-17.7%
CCS(=O)(=O)Nc1cc(OC)c(OC)cc1Cc1nccc2cc(OC)c(OC)cc12,3.6%,?,1.2%

# (listing goes on)
SMILES,TDP1 inh,DT40 TDP1 no CPT,KAT2A inh
O=C(c1ccc(Cl)cc1)N1CCC(c2ccncc2)CC1,-6.4%,-71.9%,-3.9%
COc1ccc(NC(=O)CSc2nnc(NC(=O)C3CCC3)s2)cc1,-1.5%,-5.2%,1.3%
O=C(c1ccco1)N1CCN(C(c2ccccc2Cl)c2nnnn2Cc2cccs2)CC1 (stereo unspecified),1.9%,25.9µM*,-1.5%
Oc1ccc(-c2c(-c3ccccc3)nn3c(C(F)(F)F)cc(C(F)(F)F)nc23)cc1,20.0%,.,2.3%
CCCn1c2ccccc2c2cnn(CC(=O)NCCCOC)c(=O)c21,.,-14.4%,-1.1%
CCOc1ccc(OCC)c(-c2c(=O)n(OCc3ccc(C(C)(C)C)cc3)c3ccccc3[n+]2[O-])c1,2.1%,18.4µM*,-11.7%
COc1ccc(C(C)C)cc1S(=O)(=O)Nc1ccccn1,0.5%,-1.6%,-9.5%
CCCCCNC(=O)N[C@H](C(=O)O)C(C)C,-2.6%,0.2%,-3.1%
Cc1noc(C)c1-c1nc(NCc2cccs2)c2ccccc2n1,.,23.1µM*,22.4µM*
Cn1c(=O)c2c(nc(CN3CCN(c4ccc(F)cc4)CC3)n2Cc2ccccc2F)n(C)c1=O,1.0%,8.2µM*,-5.2%
Cc1cccc(C)c1NC(=O)CN(C)C(=O)c1ccccc1SCC(=O)N1CCCC1,4.0%,-18.2%,-1.9%
COc1cccc(N2CCN(C3CC(=O)N(c4ccc(Cl)cc4)C3=O)CC2)c1 (stereo unspecified),7.3%,-9.9%,-25.8%

# Screening data from PubChem.
